# M1 ag parental = counter-screen for M1 agonists: effect in parental CHO-K1 cells | Fluo-8 calcium fluorescence; scaled to maximal ATP response, vehicle zero | AID 602248, 2012 | 0.48% of 360,000 active | activation, % at 3 µM; in the data active means activation above about 15%;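 further: untransfected CHO-K1 host cells lacking M1 receptor as counterscreen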
# M4 antag = human M4 muscarinic receptor antagonists, primary screen, CHO cells, Fluo-8 calcium fluorescence | Muscarinic acetylcholine receptor M4 (Homo sapiens), P08173 | CHO-hM4 cells, ACh EC80 | inhibition, % at 3 µM | 0.73% of 360,000 active | AID 624125, 2012;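 active means inhibition above its plate's cutoff, the mean inhibition of sample wells plus 3 SD, cut at about 27% in these data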;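 further: 0% = acetylcholine EC80 with DMSO and 100% = DMSO without agonist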
# CHRM1 agonist = human M1 muscarinic receptor agonists, primary screen, Fluo-8 calcium fluorescence, CHO-K1 cells, HTS; CHO-K1 hM1, agonist mode; 0% DMSO, 100% acetylcholine EC100; activation, % at 3 µM; Muscarinic acetylcholine receptor M1 (Homo sapiens), P11229; 0.33% of 360,000 active;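 active means activation above the run's mean compound activation plus 3 SD, cut at about 16% in these data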;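 further: peak over basal fluorescence ratio within a 140 s kinetic read after compound addition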
# Target sequence (P11229 whole entry, looked up): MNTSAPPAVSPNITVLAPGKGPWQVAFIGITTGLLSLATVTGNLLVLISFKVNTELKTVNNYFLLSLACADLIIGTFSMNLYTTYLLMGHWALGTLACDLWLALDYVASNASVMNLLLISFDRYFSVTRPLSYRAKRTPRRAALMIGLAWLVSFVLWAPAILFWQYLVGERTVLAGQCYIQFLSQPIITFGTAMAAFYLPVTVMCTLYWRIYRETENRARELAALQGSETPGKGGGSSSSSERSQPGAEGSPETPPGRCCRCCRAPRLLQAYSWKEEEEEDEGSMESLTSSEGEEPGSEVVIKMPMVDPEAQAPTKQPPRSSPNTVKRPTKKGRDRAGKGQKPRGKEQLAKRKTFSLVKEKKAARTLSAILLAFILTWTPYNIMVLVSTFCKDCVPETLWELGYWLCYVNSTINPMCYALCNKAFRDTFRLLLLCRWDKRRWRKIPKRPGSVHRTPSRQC
# CHRM1 PAM = human M1 muscarinic receptor positive allosteric modulators, primary screen, CHO-K1 cells, Fluo-8 calcium fluorescence, 1536-well. activation, % at 3 µM. 0.088% of 360,000 active. CHO-K1 hM1, ACh EC20; 0% = ACh EC20, 100% = maximal ACh; in the data active means activation above about 19%, passing the limit was not always enough
# M4 ag = human M4 muscarinic receptor agonists, primary screen, CHO-K1 cells, Fluo-8 calcium fluorescence; Muscarinic acetylcholine receptor M4 (Homo sapiens), P08173; CHO-K1 hM4/Gqi5; vehicle 0%, full acetylcholine response 100%; activation, % at 3 µM; 0.14% of 360,000 active;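 active means activation above the run mean over all test wells plus 3 SD, cut at about 32% in these data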;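 further: peak over basal fluorescence ratio per well then scaled between controls; 0% = DMSO wells and 100% = acetylcholine at EC100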
# OXTR potentiate = human OXTR potentiators, primary screen, fluorescence, CHO-OTR cells, Fluo-8 calcium. Fluo-8 calcium fluorescence, potentiator mode; 0% = oxytocin EC15, 100% = EC100. AID 2445, 2010. activation, % at 3 µM. 0.061% of 320,000 active;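 active means activation above that plate's cutoff, the mean activation of tested compounds plus 3 SD, cut at about 6.6% in these data, passing the limit was not always enough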;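 further: 100% uses oxytocin at 75 nM as the full agonist control; some results filed as inactive read as strong as hits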
# Target sequence (P30559 whole entry, looked up): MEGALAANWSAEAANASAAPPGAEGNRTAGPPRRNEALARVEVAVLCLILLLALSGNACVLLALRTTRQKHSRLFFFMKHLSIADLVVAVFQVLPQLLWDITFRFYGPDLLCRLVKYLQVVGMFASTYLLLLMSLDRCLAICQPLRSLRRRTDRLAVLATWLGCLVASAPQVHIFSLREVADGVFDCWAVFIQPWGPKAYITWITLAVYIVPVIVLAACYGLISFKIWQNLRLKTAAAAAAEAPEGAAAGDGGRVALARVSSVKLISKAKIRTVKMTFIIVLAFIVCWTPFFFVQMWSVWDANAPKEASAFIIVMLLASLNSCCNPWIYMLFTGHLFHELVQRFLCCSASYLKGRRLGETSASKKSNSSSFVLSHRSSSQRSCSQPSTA
#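 System: human OTR in CHO cells; Also added: sub-maximal oxytocin, roughly EC15; Timing: compound 6 min at room temperature before oxytocin, 100 s read; Technique: Fluo-8 intracellular calcium fluorescence, ex 470-495, em 515-575 nm; Controls: oxytocin EC15 low and EC100 high; Replication: singlicate.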
# CHO-K1 Ca antag = nonselective inhibitor or artifact in parental CHO-K1 cells; inhibition, % at 3 µM; 0.6% of 360,000 active; ATP-induced calcium, Fluo-8 fluorescence;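 active means inhibition above a per-plate cutoff, the plate's mean sample inhibition plus 3 SD, cut at about 24% in these data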;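 further: 0% = DMSO plus EC80 ATP and 100% = DMSO alone without ATP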
# CHO parental Ca = ATP-evoked calcium signal inhibitors, parental CHO, primary screen, counter-screen for OX1R antagonist project, cell-based, fluorescence, Fluo-8 calcium dye; parental CHO-K1, ATP-induced calcium, Fluo-8 fluorescence; inhibition, % at 5.6 µM; 0.63% of 330,000 active;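 active means inhibition above that plate's mean sample inhibition plus 3 SD, cut at about 26% in these data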;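 further: 0% = ATP-challenged DMSO wells and 100% = DMSO wells without ATP; some compounds past the cut are filed as inactive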
#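 Material: Parental CHO cells | Reagent: ATP | Compound dosing: Single nominal dose of 5.6 µM per compound | Detection: Intracellular calcium via Fluo-8 no-wash fluorescent dye | Read-out: % inhibition of ATP-induced calcium mobilization | Benchmarks: Low control ATP plus DMSO, high control DMSO only | Replicates: Singlicate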
# CHRM1 antagonist = human M1 muscarinic receptor antagonists, primary screen, CHO-K1 cells, Fluo-8 calcium fluorescence, 1536-well. CHO-K1 hM1, ACh EC80 antagonist. inhibition, % at 3 µM. 1.3% of 360,000 active. AID 588852, 2011;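 active means percent inhibition above its own plate's cutoff, namely the mean of that plate's compound wells plus 3 SD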;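 further: peak over basal fluorescence ratio during 140 s after agonist addition; 0% = ACh EC80 plus DMSO and 100% = DMSO alone without agonist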
# * hit, by the source's call; nt = not tested or not shown.
SMILES,M1 ag parental,M4 antag,CHRM1 agonist,CHRM1 PAM,M4 ag,OXTR potentiate,CHO-K1 Ca antag,CHO parental Ca,CHRM1 antagonist
COc1ccccc1C(=O)NCC(=O)OCC(=O)Nc1cccc(S(=O)(=O)N(C)C)c1,1.0,2,-7,-5,2,-15,-11,-24,9
Cc1ccccc1NC(=O)c1ccccc1NC(=O)c1cccs1,1.0,-4,-4,2,1,-9,-10,-11,-8
CC(=O)c1ccc(N(C(=O)CNC(=O)c2ccco2)C(C(=O)NC2CCCC2)c2cccnc2)cc1 (stereo not given),8.4,3,-4,-3,0,0,6,-4,5
CC(C)C1C(=O)N(Cc2cn(CC3CCCCC3)nn2)CCS(=O)(=O)N1Cc1ccc(-c2ccc(Cl)cc2)cc1 (stereo not given),0.9,-14,-2,10,2,nt,-15,nt,-16
CCOC(=O)C(C)Oc1c(C(=O)OC)sc2ncccc12 (stereo not given),0.7,3,-7,5,1,-16,-11,4,-10
CCn1c(=O)cc(SCC(=O)Nc2cccc(C)n2)c2ccccc21,0.6,-3,-2,13,2,-8,-3,-12,-3
CC(Oc1ccc2c(c1)oc(=O)c1ccccc12)C(=O)NCCCN1CCOCC1 (stereo not given),2.6,3,-3,0,2,4,-13,-3,1
Cc1cc(Cl)ccc1NC(=O)C1CCN(S(C)(=O)=O)CC1,0.7,8,-3,3,1,-8,-10,3,5
COc1cc(/C=C2/C(=O)N(c3ccc(C)c(C)c3)N=C2C)cc([N+](=O)[O-])c1O,0.1,-3,-3,7,0,-18,-7,0,-20
Cc1ccc(OCC(=O)N/N=C/c2ccc([N+](=O)[O-])o2)cc1,0.6,0,-6,1,1,-8,2,8,3
CCN(CC)Cc1c(C(=O)N/N=C/c2cccc(OCc3ccc(F)cc3)c2)nnn1-c1nonc1N,0.2,1,-2,4,1,-3,-6,-17,-8
CCN1CCN(c2ccc(S(=O)(=O)N3CCCCC3)cc2NC(=O)/C=C/c2cc(OC)ccc2OC)CC1,1.6,-4,-3,3,5,-4,-3,-22,-2
CCOC(=O)c1nnn(CC(=O)Nc2ccccc2OC)c1C(=O)OCC,-0.1,0,-1,10,0,2,2,-7,1
COc1ccc(S(=O)(=O)Nc2noc3ccccc23)cc1OC,0.1,-1,-5,5,1,-6,1,5,-4
Cc1nc(NC(=O)c2ccccc2)sc1-c1cc(C(=O)O)nn1Cc1ccccc1,0.5,-7,-10,8,0,nt,-7,nt,-11
Cc1cccc(N/C(=N/S(=O)(=O)c2ccccc2)c2ccccc2)n1,0.3,-10,-2,7,1,2,-9,-4,-9
C=C(C)C(=O)Nc1nnc(-c2cccs2)s1,1.7,0,-5,12,1,-3,-11,-12,-11
COC(=O)CN(C#N)c1nc(NC(C)C)nc(OC)n1,0.5,-7,0,11,1,-3,-19,-9,-6
Cc1cc(C(=O)N/N=C/c2ccccc2[N+](=O)[O-])c(C)o1,-0.1,5,-3,4,0,-6,-23,-1,-1
CCOc1ccc(-c2nn(-c3ccccc3)cc2/C=C(\C#N)S(=O)(=O)c2ccccc2)cc1C,-0.2,2,-4,-1,0,-4,-4,1,-14
COC(=O)C1=C(C(=O)OC)[C@@H]2Nc3ccccc3[C@@]23C[C@@H](C(=O)OC)N(C(C)=O)C3=N1,2.4,3,9,2,2,0,4,-3,-4
Cc1sc2nc(CN3CCOCC3)nc(NS(=O)(=O)c3ccc4c(c3)OCCO4)c2c1C,0.3,-1,-2,7,0,-7,-18,-5,-7
Cc1cc(OCCn2cncn2)ccc1[N+](=O)[O-],1.1,-8,2,16,4,3,-5,-8,-10
CC1=CC(C)(C)NC(=S)N1CCO,4.7,-3,0,-6,16,nt,-13,nt,6
O=S(=O)(Nc1nc2ccccc2s1)c1ccc(Br)s1,5.0,1,-4,-8,9,-8,-2,-10,4
Cc1ccc(NC(=O)n2ncc3c(C)cccc32)c(C)c1,1.0,5,-4,8,0,-14,-17,-5,-10
CC(C)CNC(=O)CSc1n[nH]c(=O)n1CCc1ccccc1,3.1,5,-5,6,1,-4,-5,-18,-3
Cc1ccccc1Cn1c(C)cc(C)c(C#N)c1=O,0.3,9,-4,-8,0,-1,-5,1,22
Cc1nn(C)cc1S(=O)(=O)Nc1ccccc1Br,9.2,1,-1,8,0,-6,3,3,-7
O=C(CN1C(=O)C2CC=CCC2C1=O)NC1CCCCC1 (stereo not given),1.7,0,-3,0,0,-22,-7,2,4
CCCCN(C(=O)COC(=O)c1nc2nccc(C)n2n1)C1CCS(=O)(=O)C1 (stereo not given),0.8,8,-1,5,1,4,-7,-20,-6
CCOC(=O)N1CCN(C(=O)C(CC(C)C)NS(=O)(=O)c2ccc(C)cc2)CC1 (stereo not given),0.1,-5,-5,5,0,-4,-5,-12,-4
Cc1ccc(NS(=O)(=O)c2cc(-c3n[nH]c(=O)c4ccccc34)ccc2C)cc1,6.8,-5,-1,2,10,-8,-8,-19,8
Cc1cccc(NC(=O)NC2(C(=O)NCc3ccco3)CCCCC2)c1,0.5,-9,0,2,1,-9,-9,-7,-3
COc1ccc(Cn2cc(CN3CC(N4CCN(CCO)CC4)CS3(=O)=O)nn2)cc1 (stereo not given),0.2,0,nt,nt,1,nt,-4,nt,nt
O=C(NCc1ccccc1)c1ccc(NC(=O)c2ccco2)cc1,0.9,1,-4,0,5,-7,5,-9,2
CCOc1ccc(CC(=O)NCC2(N3CCCCC3)CCCCC2)cc1,5.2,3,-3,-8,20,-3,-7,-10,16
COc1ccc(-c2csc(NC(=O)CN3C(=O)CCC3=O)n2)cc1OC,3.4,3,-9,5,2,3,-1,-1,-7
CCC(=O)NNC(=O)CSc1nnc(-c2ccccc2)c(-c2ccccc2)n1,0.2,4,-5,-1,2,-8,0,-21,4
O=C1CCCC(=NNC(=O)c2cc3ccccc3cc2O)C1,8.1,3,1,6,6,-3,0,-13,-20
Cc1nc(NC(=O)/C=C/c2ccccc2)sc1C(=O)Nc1ccc(Cl)cc1,0.2,1,-7,-5,0,-11,3,-6,0
CCOC(=O)/C(C#N)=N/Nc1c(C)n(C)n(-c2ccccc2)c1=O,1.6,2,-13,3,1,-17,-3,1,1
COc1ccccc1NS(=O)(=O)c1cccc(C(=O)N2CCN(C(=O)c3ccco3)CC2)c1,0.8,7,0,5,2,-4,-7,-11,3
Cc1cccc(Nc2nc(-c3ccc(F)c(C)c3)cs2)n1,-1.0,-16,-6,-1,-1,-9,-16,-17,2
CCc1c(C(=O)NC(C)C2CCCO2)csc1C (stereo not given),1.2,3,-2,13,1,-5,-11,-3,-16
O=C(/C=C/c1cc([N+](=O)[O-])ccc1OC(F)F)NCc1ccc(Cl)cc1,0.0,1,-5,2,4,-5,-1,-27,-38
Cc1ccccc1CN(c1ccc(C(=O)Nc2cccnc2)cc1)S(C)(=O)=O,1.3,7,-3,4,4,-5,4,-7,-1
CCN1CCCC(OC(=O)c2cc(-c3ccc(C)cc3)nc3ccccc23)C1 (stereo not given),1.4,-3,-6,12,2,-5,-6,-11,-5
CSc1ccc(/C=C/C(=O)OCC(=O)NC(C)C)cc1,1.9,1,-5,6,3,-6,-6,10,0
O=C(c1ccc2c(c1)C(=O)N(c1ccc(Cl)cc1)C2=O)N1CCN(c2ccccn2)CC1,0.1,-1,-4,11,0,-15,-9,5,-6
CCn1cc(C(=O)NC(=S)Nc2cccc(O)c2)cn1,1.3,-2,-2,5,3,-9,-12,-1,-9
CC(C)(C)OC(=O)NCCCCCNC(=O)c1nc[nH]c1C(=O)NCc1ccccc1,7.5,0,-2,-9,15,-6,-13,-30,18
O=C(Nc1ccc(S(=O)(=O)N2CCCCC2)cc1)c1ccc(F)cc1,7.4,-1,-2,-5,15,-14,-11,-3,3
COc1ccc(-c2csc(N3CCN(C(=O)c4ccccc4)CC3)n2)cc1,5.5,10,0,-2,11,-7,-5,-20,2
CCOC(=O)c1ccc(NC(=O)NC2CC3CCC(C2)N3Cc2nnnn2Cc2ccco2)cc1 (stereo not given),1.1,-5,-5,0,3,2,-9,-18,-5
CN(CC(=O)Nc1cccc(F)c1)C(=O)CC1CCCCC1,0.4,-13,-2,1,1,-5,2,2,3
COc1ccc(C(O)c2nc(-c3ccc(C)c(C)c3)cs2)cc1 (stereo not given),4.7,-9,-1,0,5,nt,-10,nt,0
Cc1ccnc(SCC(=O)O)n1,0.9,1,-5,1,1,-1,-19,-7,-6
COc1ccc(Cl)cc1S(=O)(=O)N1CCC(C(=O)NC2CC2)CC1,0.1,0,-3,5,1,-3,-2,-8,-2
Cc1sc(NC(=S)NC(=O)c2cccs2)nc1-c1ccc(CC(C)C)cc1,0.0,-12,0,-5,1,-3,2,-4,0

# Full records, quoted from the list:
# CC(C)CNC(=O)CSc1n[nH]c(=O)n1CCc1ccccc1 in the list: M1 ag parental = 3.1; M4 antag = 5; CHRM1 agonist = -5; CHRM1 PAM = 6; M4 ag = 1; OXTR potentiate = -4; CHO-K1 Ca antag = -5; CHO parental Ca = -18; CHRM1 antagonist = -3
# O=C(c1ccc2c(c1)C(=O)N(c1ccc(Cl)cc1)C2=O)N1CCN(c2ccccn2)CC1 in the list: M1 ag parental = 0.1; M4 antag = -1; CHRM1 agonist = -4; CHRM1 PAM = 11; M4 ag = 0; OXTR potentiate = -15; CHO-K1 Ca antag = -9; CHO parental Ca = 5; CHRM1 antagonist = -6

# Following part.
SMILES,M1 ag parental,M4 antag,CHRM1 agonist,CHRM1 PAM,M4 ag,OXTR potentiate,CHO-K1 Ca antag,CHO parental Ca,CHRM1 antagonist
CC1CCCN(C(=S)Nc2ccc(S(=O)(=O)N3CCCCC3)cc2)C1 (stereo not given),5.0,6,-1,5,4,-7,-8,-10,-10
CC(OC(=O)c1ccc2ncsc2c1)C(=O)NC1CCCCC1C (stereo not given),0.0,-7,-2,4,1,-6,-6,-22,-3
Cc1nn(CC#N)c(=O)n1-c1cccc(F)c1,4.7,2,-3,7,0,-2,-4,-2,-6
COc1cccc(/C=C2\SC(=S)N(CCC(=O)N3CCCCC3CCO)C2=O)c1 (stereo not given),5.2,4,3,9,9,-12,-7,-19,-7
Cc1oc(S(=O)(=O)N2CCCC2)cc1C(=O)Nc1ccccc1,0.5,3,-1,3,1,3,-5,-9,-4
Cc1cc(C(=O)OC(C)C(=O)NC2CCCCC2C)c(C)o1 (stereo not given),0.1,-12,-4,4,0,0,1,-10,-3

# Assay outcomes as filed in PubChem BioAssay.

# Not a hit list; about 2.9% have a hit in one of these screens.
